High-throughput results from PubChem.
Integrin act MD = integrin-mediated muscular dystrophy alleviation activation | Potency, µM (top dose mostly 38.3 µM), for inactives: at the top dose activation, actives largely listed as activators | alpha7betagal myoblasts, beta-gal FDG fluorescence, 48 h | 350,000 compounds, 0.064% hits;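 further: potency means the concentration at half of the fitted maximal effect; 100% = response of the positive control SU9516; nearly all actives have a fitted effect of over 60% in size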
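Alpha7betagal+/- myoblasts (passage 13) were plated 16-24 hr, then exposed to compounds (1:260 dilution of DMSO stock) for 48 hours at 37C. After MPER lysis, β-galactosidase reporter activity was read as FDG fluorescence (ex 480/em 540) after 30 minutes.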
MBNL1-CUG inh = MBNL1-poly(CUG) RNA binding inhibition | Q9NR56 | TR-FRET MBNL1-His/biotin-(CUG)12 binding, 665/545 ratio | Potency, µM (highest dose often 57.5 µM), inactives show at the top dose activity change, negative = inhibition, hits mostly inhibitors | 280,000 compounds, 0.036% hits; active means well fitted inhibition curve with a large enough effect in the signal ratio, with a control signal flat, not every such curve was filed as active; inconclusive means small, poorly fitted or top-dose-only effect, or effect the other way, or a change in a side signal; inactive means no such curve, though single readings can be large or run the other way; the % refers to the signal ratio; further: potency means the concentration at half of the fitted maximal effect; on the % scale 0 is the no-effect control and ±100 the full control effect
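His-tagged MBNL1 binding to biotinylated (CUG)12 RNA was measured by TR-FRET using terbium anti-His antibody (0.055 ng/ul final) and streptavidin-XL665 (5 nM final). Compounds were titrated 92 nM to 58 uM; 60 min at room temperature.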
Menin-MLL TR inh = inhibitors of human menin-MLL interaction, mutant MLL peptide | O00255 | Menin + Texas Red MLL mutant peptide, fluorescence polarization | 270,000 compounds, 0.23% hits | AID 1768 | Potency, µM (top dose mostly 61.6 µM), for inactives: at the top dose FP activity change, negative = inhibition, usual class: inhibitors; active means well fitted inhibition curve with a large enough effect in the polarisation, with a control signal flat, not every such curve was filed as active; inconclusive means small, poorly fitted or top-dose-only effect, or effect the other way, or a change in a side signal; inactive means no such curve, though single readings can be large or run the other way; the % refers to the polarisation; further: potency means the concentration at half of the fitted maximal effect; % of control where 0% means no effect; many of its hits are not listed in these tables
TSG101-PTAP inh = blocks PTAP/TSG101 interaction to inhibit HIV-1 budding | Q99816 | Fluorescence polarization, FITC-PTAP peptide / Tsg101 binding | Potency, µM (doses to about 115 µM), for the others: top-dose activity change, negative = inhibition, hits mostly inhibitors | 340,000 tested, under 10 active; active means well fitted inhibition curve with a large enough effect in the main read-out, with a control signal flat, not every such curve was filed as active; inconclusive means small, poorly fitted or top-dose-only effect, or effect the other way, or a change in a side signal; inactive means no such curve, though single readings can be large or run the other way; further: potency means the concentration at half of the fitted maximal effect; % of control where 0% means no effect
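FP read-out: FITC-PTAP peptide, 50 nM final, binding Tsg101 binding domain, 10 uM final; 20 min, r.t.; 10 mM HEPES pH 7.5, 0.15 M NaCl, 0.01% Tween 20, 3 mM EDTA, 0.1 mM TCEP.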
Mito fusion act = mitochondrial division inhibition or fusion activation | S. cerevisiae fusion-defective mutant growth rescue, CellTiterGlo 48 h | Potency, µM (highest dose often 46.1 µM), without a hit: at the top dose growth rescue (activation), hits mostly activators | 320,000 compounds, 0.23% hits;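 further: potency means the concentration at half of the fitted maximal effect; % of control where 0% means no effect; nearly all actives have a fitted effect of over 45% in size; temperature-sensitive fusion mutants such as fzo1-1 at 37 °C on non-fermentable ethanol glycerol medium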
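S. cerevisiae fusion-defective temperature-sensitive mutants (e.g. fzo1-1, mgm1-5) grown 48 h at 37C in YPEG (ethanol/glycerol non-fermentable) medium with 23 nl compound per well; growth rescue read as CellTiterGlo luminescence.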
MLL CXXC-DNA inh = inhibitors of human MLL CXXC domain-DNA interaction; AID 2662; Potency, µM (top dose mostly 115 µM), inactives show top-dose activity change, negative = inhibition, usual class: inhibitors; MLL-CXXC / FITC-HOXA9 DNA fluorescence polarization; 290,000 compounds, 0.037% hits; Q03164; active means well fitted inhibition curve with a large enough effect in the polarisation, with a control signal flat, not every such curve was filed as active; inconclusive means small, poorly fitted or top-dose-only effect, or effect the other way, or a change in a side signal; inactive means no such curve, though single readings can be large or run the other way; the % refers to the polarisation; further: potency means the concentration at half of the fitted maximal effect
Target sequence (Q03164 whole entry, looked up, the tested form may be a part): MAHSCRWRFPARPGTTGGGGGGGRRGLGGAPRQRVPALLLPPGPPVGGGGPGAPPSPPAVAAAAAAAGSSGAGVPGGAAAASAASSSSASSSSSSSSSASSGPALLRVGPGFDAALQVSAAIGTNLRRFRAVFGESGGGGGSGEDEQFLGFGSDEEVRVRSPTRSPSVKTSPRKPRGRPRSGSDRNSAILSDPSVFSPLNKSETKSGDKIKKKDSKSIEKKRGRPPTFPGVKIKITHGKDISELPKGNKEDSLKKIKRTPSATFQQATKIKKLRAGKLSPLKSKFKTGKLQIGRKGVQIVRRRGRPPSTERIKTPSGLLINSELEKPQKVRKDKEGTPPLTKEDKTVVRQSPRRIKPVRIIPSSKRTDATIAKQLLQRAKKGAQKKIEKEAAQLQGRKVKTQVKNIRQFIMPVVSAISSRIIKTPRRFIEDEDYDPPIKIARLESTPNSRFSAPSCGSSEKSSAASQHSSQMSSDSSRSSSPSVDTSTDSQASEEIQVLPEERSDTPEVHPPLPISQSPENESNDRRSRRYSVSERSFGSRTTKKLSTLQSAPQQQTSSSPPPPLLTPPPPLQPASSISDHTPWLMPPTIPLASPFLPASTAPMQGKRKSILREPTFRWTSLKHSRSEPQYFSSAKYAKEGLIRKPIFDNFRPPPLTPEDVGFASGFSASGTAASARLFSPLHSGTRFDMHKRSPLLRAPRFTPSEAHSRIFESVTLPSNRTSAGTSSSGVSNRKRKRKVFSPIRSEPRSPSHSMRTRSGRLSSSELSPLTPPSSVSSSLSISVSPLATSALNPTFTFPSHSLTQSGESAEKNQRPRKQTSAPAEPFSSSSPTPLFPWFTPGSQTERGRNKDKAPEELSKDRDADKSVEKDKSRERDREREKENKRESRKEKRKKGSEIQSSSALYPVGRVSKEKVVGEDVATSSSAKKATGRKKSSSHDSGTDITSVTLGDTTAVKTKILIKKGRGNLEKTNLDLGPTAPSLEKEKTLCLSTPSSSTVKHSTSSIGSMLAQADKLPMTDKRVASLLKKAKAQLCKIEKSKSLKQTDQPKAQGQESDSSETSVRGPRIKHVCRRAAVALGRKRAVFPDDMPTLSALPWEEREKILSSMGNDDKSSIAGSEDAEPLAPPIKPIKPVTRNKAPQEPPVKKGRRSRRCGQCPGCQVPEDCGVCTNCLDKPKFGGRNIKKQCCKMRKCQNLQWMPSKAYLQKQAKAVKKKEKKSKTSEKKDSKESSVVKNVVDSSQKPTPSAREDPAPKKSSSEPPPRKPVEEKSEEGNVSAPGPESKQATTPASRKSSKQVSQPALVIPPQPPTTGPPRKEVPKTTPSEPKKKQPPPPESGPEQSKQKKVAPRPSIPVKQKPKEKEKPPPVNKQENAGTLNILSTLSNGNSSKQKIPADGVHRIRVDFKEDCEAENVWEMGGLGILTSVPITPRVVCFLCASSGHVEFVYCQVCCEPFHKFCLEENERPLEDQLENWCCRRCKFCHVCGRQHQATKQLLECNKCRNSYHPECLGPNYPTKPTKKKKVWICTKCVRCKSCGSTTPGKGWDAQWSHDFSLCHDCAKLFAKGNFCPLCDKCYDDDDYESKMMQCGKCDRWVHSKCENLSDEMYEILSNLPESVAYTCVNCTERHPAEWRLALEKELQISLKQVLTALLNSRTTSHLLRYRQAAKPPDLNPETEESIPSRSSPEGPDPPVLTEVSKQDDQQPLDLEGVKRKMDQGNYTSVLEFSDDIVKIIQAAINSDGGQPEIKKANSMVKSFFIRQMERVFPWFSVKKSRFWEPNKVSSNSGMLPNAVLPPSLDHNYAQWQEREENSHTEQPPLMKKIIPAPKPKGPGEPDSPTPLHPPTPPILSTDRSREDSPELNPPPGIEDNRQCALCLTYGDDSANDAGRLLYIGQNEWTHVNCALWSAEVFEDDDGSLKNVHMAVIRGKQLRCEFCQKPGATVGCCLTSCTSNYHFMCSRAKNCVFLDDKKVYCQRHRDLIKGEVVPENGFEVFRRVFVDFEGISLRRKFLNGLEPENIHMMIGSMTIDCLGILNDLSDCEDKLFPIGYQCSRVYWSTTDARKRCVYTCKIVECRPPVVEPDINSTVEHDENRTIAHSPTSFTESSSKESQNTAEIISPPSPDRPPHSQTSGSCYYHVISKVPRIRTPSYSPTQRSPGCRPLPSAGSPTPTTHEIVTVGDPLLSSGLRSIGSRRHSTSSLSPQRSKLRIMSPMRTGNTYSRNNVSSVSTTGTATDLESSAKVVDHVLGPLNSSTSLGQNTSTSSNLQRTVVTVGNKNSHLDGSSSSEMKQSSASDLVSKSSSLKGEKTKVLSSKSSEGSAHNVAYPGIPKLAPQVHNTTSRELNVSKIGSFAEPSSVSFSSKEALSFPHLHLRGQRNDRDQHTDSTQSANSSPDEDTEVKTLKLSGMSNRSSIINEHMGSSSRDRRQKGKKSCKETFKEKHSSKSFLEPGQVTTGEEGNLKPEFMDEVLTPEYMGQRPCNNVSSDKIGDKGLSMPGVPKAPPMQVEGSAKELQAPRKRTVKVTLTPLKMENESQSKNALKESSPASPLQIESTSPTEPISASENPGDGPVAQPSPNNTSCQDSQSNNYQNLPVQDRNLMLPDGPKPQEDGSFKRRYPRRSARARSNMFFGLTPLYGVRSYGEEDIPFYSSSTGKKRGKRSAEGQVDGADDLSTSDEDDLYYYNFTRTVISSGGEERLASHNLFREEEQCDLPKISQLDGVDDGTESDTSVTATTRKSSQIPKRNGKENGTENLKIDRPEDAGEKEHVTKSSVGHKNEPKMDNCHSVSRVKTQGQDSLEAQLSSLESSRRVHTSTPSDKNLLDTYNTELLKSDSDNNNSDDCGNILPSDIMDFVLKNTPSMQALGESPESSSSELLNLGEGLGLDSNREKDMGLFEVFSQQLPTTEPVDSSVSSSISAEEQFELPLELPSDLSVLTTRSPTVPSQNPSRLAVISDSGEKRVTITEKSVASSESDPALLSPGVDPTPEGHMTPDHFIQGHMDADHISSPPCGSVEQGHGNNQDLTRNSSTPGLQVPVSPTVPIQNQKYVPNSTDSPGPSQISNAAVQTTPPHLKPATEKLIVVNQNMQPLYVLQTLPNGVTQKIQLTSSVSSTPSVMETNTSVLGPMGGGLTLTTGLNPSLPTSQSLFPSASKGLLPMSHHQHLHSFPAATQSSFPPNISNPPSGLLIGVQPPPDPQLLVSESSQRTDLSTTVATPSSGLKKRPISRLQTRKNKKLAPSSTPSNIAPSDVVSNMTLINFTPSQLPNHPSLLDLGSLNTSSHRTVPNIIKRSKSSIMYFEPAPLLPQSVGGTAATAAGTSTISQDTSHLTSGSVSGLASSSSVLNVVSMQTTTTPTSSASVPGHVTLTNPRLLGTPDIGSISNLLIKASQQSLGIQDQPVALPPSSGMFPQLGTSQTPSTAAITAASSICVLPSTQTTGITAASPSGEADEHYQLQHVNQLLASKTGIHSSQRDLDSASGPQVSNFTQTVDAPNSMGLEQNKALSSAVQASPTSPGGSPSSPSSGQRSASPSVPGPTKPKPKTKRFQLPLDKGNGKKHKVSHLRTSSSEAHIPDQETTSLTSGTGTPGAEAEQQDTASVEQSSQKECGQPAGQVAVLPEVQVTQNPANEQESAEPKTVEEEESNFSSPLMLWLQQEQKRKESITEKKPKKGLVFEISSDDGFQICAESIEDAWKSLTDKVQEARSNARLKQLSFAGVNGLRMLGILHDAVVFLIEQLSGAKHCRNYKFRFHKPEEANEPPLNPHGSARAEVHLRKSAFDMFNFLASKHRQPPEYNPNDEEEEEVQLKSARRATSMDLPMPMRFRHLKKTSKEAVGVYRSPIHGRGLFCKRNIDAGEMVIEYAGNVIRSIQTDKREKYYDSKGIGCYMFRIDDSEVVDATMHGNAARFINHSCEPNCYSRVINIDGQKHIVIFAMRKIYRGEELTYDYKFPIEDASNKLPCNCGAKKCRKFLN
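Purified MLL-CXXC (added from a 7 uM solution) was preincubated 5 min at ambient with pinned compounds in 50 mM Tris-HCl pH 7.5, 50 mM NaCl, 1 mM DTT, 0.05% BSA. Fluorescein-labeled HOX-A9 DNA (50 nM solution) followed, 30 min, then polarization read.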
TCR act = activators of T cell receptors; primary human leukocytes, anti-CD3, IL-2 HTRF, 48 h; 330,000 tested, under 10 active; Potency, µM (top dose mostly 9.22 µM), for the others: at the top dose activation of IL-2 secretion, hits mostly activators; further: % of control where 0% means no effect
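HTRF read-out of IL-2 secretion: europium cryptate donor excited at 320nm, d2 acceptor emission at 665nm. Cells were primary human leukocytes incubated 48 hr with compounds and a-CD3 beads, supplying TCR signal only.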
ASM inhibitor = blocks human secretory acid sphingomyelinase; P17405; 340,000 compounds, 0.006% hits; Potency, µM (doses to about 57.5 µM), inactives show at the top dose activity change, negative = inhibition, hits mostly inhibitors; AID 504937; placental ASM, HMU-PC fluorogenic substrate, 60 min; further: potency means the concentration at half of the fitted maximal effect
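Human placenta-derived ASM enzyme was preincubated with compound for 10 minutes at room temperature, then given fluorogenic substrate HMU-PC0 (9 uM final) for 60 minutes at 37 °C; a pH 10 stop preceded fluorescence reading at Ex 386/Em 447 nm.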
AT treatment = potential ataxia-telangiectasia treatments restoring KAP-1 phosphorylation. 320,000 compounds, 0.19% hits. […] A-T fibroblasts, KAP-1 phosphorylation AlphaLISA; neocarzinostatin DNA damage 30 min before lysis. Potency, µM (titrated, usually from 57.5 µM), for inactives: top-dose activation, actives largely listed as activators; further: potency means the concentration at half of the fitted maximal effect; % of control where 0% means no effect; nearly all actives have a fitted effect of over 45% in size
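hTERT-immortalized A-T patient fibroblasts ([…]), 500 cells/well in OPTI-MEM, 1% FBS, got compounds for 60 min, then NCS for 30 min at 37C. Lysates were then assayed for phospho-KAP-1 by AlphaLISA (anti-pKAP1 donor, anti-KAP1 acceptor beads), 6 hr at 25C.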
TSHR antag = human thyrotropin receptor antagonism | TSHR-expressing cells, TSH-stimulated cAMP HTRF, 2 h; active compounds read low | AID 504810 | activity change, negative = inhibition, % at 11.5 µM | P16473 | 330,000 compounds, 0.2% hits;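 active means activity change below a set negative limit, meaning inhibition stronger than a set level, cut at about -70% in these data; inconclusive means activity change between two set negative limits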; further: on the % scale 0 is the no-effect control and ±100 the full control effect
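Cell-based HTRF cAMP assay; TSHR cells + compound, TSH EC80 (4nM final), 2 h, 37 deg C. Lysis with anti-cAMP cryptate and cAMP-d2, 30 min RT, read 665/620 nm.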
* hit, by the source's call; i = inactive; ? = inconclusive; nt = not tested or not shown; [ ] = another dose, or the depositor's remark. Unless noted, the call rests on the fitted dose curve; in most records, active means well fitted curve in the direction sought with a large enough effect; inconclusive means small, poorly fitted or top-dose-only effect, or another doubt; inactive means no such curve, though single readings can be large; an effect the other way counts as inactive or inconclusive. These rows are one share of the data; count on the stated rates, not on these rows.

smiles	Integrin act MD	MBNL1-CUG inh	Menin-MLL TR inh	TSG101-PTAP inh	Mito fusion act	MLL CXXC-DNA inh	TCR act	ASM inhibitor	AT treatment	TSHR antag
Cc1cccc(S(=O)(=O)N2CN(CC3CCCO3)c3nc4ccccc4nc32)c1 (stereo not drawn)	-33%[inhibitor]	?	21%	-1%	22%	4%	-4%	-7%	16%	-5
Cc1csc(SCc2nc3sc4c(c3c(=O)[nH]2)CCC4)n1	32%	-23%	-3%	0%	0%	11%	0%	0%	-5%	-6
COc1ccc(C2(C)NC(=O)N(CC(=O)Nc3ccc(Br)c(C)c3)C2=O)cc1OC (stereo not drawn)	-11%	-7%	65%[activator]	-2%	6%	46%[activator]	7%	-10%	-5%	7
Cc1onc(-c2c(Cl)cccc2Cl)c1C(N)=O	-4%	-5%	-9%	-8%	0%	11%	3%	2%	1%	0
COc1cc(OC)c(C2N(c3ccccn3)C(=O)C3CCCN32)cc1OC (stereo not drawn)	0%	?	3%	-5%	1%	-3%	nt	7%	-1%	-2
O=C(COC(=O)c1cnccn1)c1ccc2ccccc2c1	13%	?	-2%	2%	1%	8%	7%	-5%	3%	0
COc1ccccc1CNC(=O)c1cccc(NC(=O)c2ccccc2)c1	11%	-3%	1%	-1%	12%	1%	6%	-1%	5%	-8
O=C(N1CCOCC1)C12CC3CC(C1)CC(n1cnc(Cl)n1)(C3)C2	3%	-1%[11.5 µM]	-8%	0%	-7%	-4%	5%[46.1 µM]	9%	-2%	3
Cc1ccc(S(=O)(=O)N(CC(=O)NCC2CCCO2)Cc2ccc(F)cc2)cc1 (stereo not drawn)	-16%	-3%	-4%	-6%	9%	-6%	-2%	3%	8%	9
Cc1ccc(NC(=O)c2ccc([N+](=O)[O-])o2)c(C)c1	-56%[inhibitor]	?	-19%	-7%	11%	7%	5%	-3%	7%	-9
C[C@H](NC(=O)C1CC(=O)N(c2ccc3c(c2)OCCO3)C1)C(=O)NCc1ccco1 (stereo partly drawn)	26%	-2%	7%	-3%	-2%	2%	0%	-1%	0%	7
CN1CCN(C2=C(Cl)C(=O)C(c3cnc(N4CCCCC4)s3)=C(Cl)C2=O)CC1	-50%[inhibitor]	-5%	5%	-1%	4%	-4%	-4%[46.1 µM]	-4%	13%	1
COc1ccc(NC(=O)C(=O)NCc2ccncc2)c(OC)c1	-14%	-2%	-7%	-1%	-7%	11%	1%	1%	-15%	-3
S=C(NCCc1ccccc1)N1CCN(C(c2ccccc2)c2ccccc2)CC1	0%	?	-7%	-1%	6%	-4%	1%[46.1 µM]	-2%	-2%	-3
CCOC(=O)c1ccc(CC(=O)c2ccc(O)cc2O)o1	-38%[inhibitor]	5%	-2%	-4%	0%	2%	-2%	-4%	5%	-19
CCN(CC)S(=O)(=O)c1ccc(C)c(NC(=O)CSc2nc3ccc(C)cc3[nH]2)c1	1%	nt	-1%	-1%	-3%	21%	-5%[46.1 µM]	-3%	7%	-2
C[C@]12C=CC(=O)C=C1CC[C@@H]1[C@@H]2C(=O)C[C@@]2(C)[C@H]1CC[C@]2(O)C(=O)COC(=O)CCC(=O)O	19%	7%	5%	-8%	-13%	3%	-3%	1%	-1%	0
COc1ccc(CCNS(=O)(=O)c2c(C)nc3scc(C)n3c2=O)cc1OC	11%	-2%	-2%	1%	-9%	-3%	2%	-1%	2%	4
COc1ccc(-c2cc(C(=O)OCC(=O)c3c(N)n(C)c(=O)n(C)c3=O)c3ccccc3n2)cc1	-2%	-3%	?	2%	5%	0%	4%	440%[activator]	5%	-6
O=C(NC(=S)Nc1ccc(F)c(Cl)c1)C1CC1	17%	-9%	nt	0%	11%	33%[activator]	-59%	-1%	-38%	32

Full records from above. Screens in order: Integrin act MD	MBNL1-CUG inh	Menin-MLL TR inh	TSG101-PTAP inh	Mito fusion act	MLL CXXC-DNA inh	TCR act	ASM inhibitor	AT treatment	TSHR antag
O=C(NC(=S)Nc1ccc(F)c(Cl)c1)C1CC1 across the screens: 17%	-9%	nt	0%	11%	33%[activator]	-59%	-1%	-38%	32
C[C@H](NC(=O)C1CC(=O)N(c2ccc3c(c2)OCCO3)C1)C(=O)NCc1ccco1 (stereo partly drawn) across the screens: 26%	-2%	7%	-3%	-2%	2%	0%	-1%	0%	7
COc1ccccc1CNC(=O)c1cccc(NC(=O)c2ccccc2)c1 across the screens: 11%	-3%	1%	-1%	12%	1%	6%	-1%	5%	-8

(continued)
smiles	Integrin act MD	MBNL1-CUG inh	Menin-MLL TR inh	TSG101-PTAP inh	Mito fusion act	MLL CXXC-DNA inh	TCR act	ASM inhibitor	AT treatment	TSHR antag
O=C(NCc1ccc(Cl)cc1)c1cc2c(nc3sccn32)s1	1%	82%[activator]	?	-11%	0%	15%	-12%	2%	6%	-5
Cc1ccc(S(=O)(=O)N2CCCCC2)cc1NC(=O)C1CC(=O)N(c2ccc3c(c2)OCCO3)C1 (stereo not drawn)	-32%	nt	nt	-4%	-9%	nt	0%	-2%	-1%	-14
CCCC(=O)Nc1ccc(-c2cn3cccnc3n2)cc1	14%	?	-28%	2%	6%	8%	-11%	i	4%	-2
O=C(O)C1CC=CCC1C(=O)Nc1cccc(C(=O)N2CCCCC2)c1 (stereo not drawn)	1%	-5%	-29%	-5%	4%	-6%	5%	1%	-5%	15
Cc1cc(C)c(S(=O)(=O)N(C2=NCCS2)S(=O)(=O)c2c(C)cc(C)cc2C)c(C)c1	-34%	15%	9%	-8%	7%	4%	-5%[46.1 µM]	-4%	nt	-26
CCC(C)NS(=O)(=O)c1ccc(S(=O)(=O)N2CC=C(c3ccc(F)cc3)CC2)cc1 (stereo not drawn)	-29%	4%	11%	0%	7%	0%	-1%[46.1 µM]	-4%	2%	-17
CCC(=O)N1CCc2cc(S(=O)(=O)Nc3ccc4c(c3)OCCO4)ccc21	-46%[inhibitor]	2%	nt	-2%	-2%	-3%	1%	-2%	1%	-21
COc1cccc(NC(=O)CN(C)C(=O)CCCc2nc3ccccc3c(=O)[nH]2)c1	18%	nt	nt	-8%	0%	nt	-2%	2%	-2%	4
O=C(NCCS(=O)(=O)N1CCN(Cc2ccccc2)CC1)c1ccccc1	-34%	nt	nt	-2%	0%	nt	0%	-4%	1%	-1
O=C(NNC(=O)c1cc(-c2ccc(Cl)cc2)nc2ccccc12)c1csc(N2CCOCC2)n1	3%	nt	nt	-1%	10%	nt	2%	-22%	-6%	-3
CCOc1ccc(N(CC(=O)NC(C)(C)C)S(=O)(=O)c2c(C)noc2C)cc1	16%	-6%	4%	1%	3%	-14%	3%	0%	5%	3
COC(=O)[C@@H]1CC[C@H](C)[C@@H](c2ccc(C)cc2)N1C(=O)c1ccc(/C=N/O[C@@H](C)CN2CCCCc3nc(C)c(C)cc32)cc1	nt	-11%	?	nt	?	14%	nt	nt	-7%	3
COc1ccc(CNC(=O)CCCc2ccccc2)cc1	29%	nt	0%	2%	3%	-6%	-10%[46.1 µM]	8%	-11%	9
O=C(Nc1ccc(Br)cn1)c1coc(=O)c(Br)c1	-15%	17%	nt	1%	-3%	4%	10%	nt	-6%	-2
CCC(=O)Nc1nc(OC)cc(OC)n1	18%	-12%	-11%	-4%	-3%	-1%	1%	4%	-10%	-2
Cc1cccc(CC(=O)N2CCN=C2SCc2ccc([N+](=O)[O-])cc2)c1	3%	?	-7%	1%	16%	-6%	0%[46.1 µM]	0%	18%	-1
COC(=O)C(O)(NC(=O)c1ccncc1)C(F)(F)F (stereo not drawn)	13%	-4%	nt	0%	3%	0%	-3%	0%	15%	1
C=CCOc1ccccc1CNc1cccc(F)c1	20%	-11%	2%	1%	6%	0%	-9%[46.1 µM]	4%	0%	1
